TIM10 inh: inhibits growth of TIM10 yeast strain; actives 1.4% (n = 330,000); inhibition, % at 10 µM; S. cerevisiae TIM10 strain growth, BacTiter-Glo luminescence, 24 h; AID 463195;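 active = inhibition of 40% or more at the single tested concentration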;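 also: wild-type TIM10 isogenic control strain grown at permissive 25 °C; 0% = DMSO yeast wells and 100% = minimal medium wells without yeast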
Apaf-1 inh: human Apaf-1 inhibition; inhibition, % at 20 µM; reconstituted apoptosome caspase-3 activity, DEVD-Rh110 fluorescence; O14727; AID 489030; actives 0.71% (n = 330,000); active = inhibition of at least 40% at 20 µM;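 also: plate controls were DMSO wells for no effect and DEVD-CHO caspase inhibitor wells for full effect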
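System – cell-free apoptosome with Apaf-1, procaspase-3 and caspase-9 · Buffer or medium – pH 7.5 Hepes buffer with CHAPS, BSA, DTT · Also added – cytochrome c with DEVD-Rh110 · Times – 30 min compound preincubation, 50 min activation, room temperature · Technique – Rh110 fluorescence intensity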
mIAP activ: increases mouse intestinal alkaline phosphatase activity; muIAP, CDP-Star luminescence, 30 min; stronger effect = higher value; 1 = vehicle-only enzyme signal, 0 = enzyme-free wells; activation factor at 10 µM; actives 0.24% (n = 330,000);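 active = activation factor of at least 2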; also: the source names both 10 and 20 µM as test concentration; values of inactives mirror those of a sister screen read the other way
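also added = chemiluminescent substrate CDP-Star | test system = mouse IAP enzyme | signal = chemiluminescence readout | compound = DMSO-dissolved test compounds | incubation = 30 min at room temperature | benchmarks = DMSO wells, no-enzyme wells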
tim10-1 inh: growth inhibitors of tim10-1 mutant yeast; S. cerevisiae tim10-1 ts strain growth, BacTiter-Glo, 24 h; inhibition, % at 20 µM; actives 2.2% (n = 330,000); AID 463190;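 active = inhibition of at least 40%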;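 also: mutant grown at 25 °C; 0% = DMSO wells with yeast and 100% = wells holding no yeast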
ATG4B inhibitor: inhibitors of human ATG4B cysteine protease. ATG4B cleavage of LC3-PLA2, NBD-HPC fluorescence, 1 h. inhibition, % at 8.33 µM. actives 0.51% (n = 340,000); in the data active = inhibition above about 40%
Target sequence (Q9Y4P1 whole entry, looked up): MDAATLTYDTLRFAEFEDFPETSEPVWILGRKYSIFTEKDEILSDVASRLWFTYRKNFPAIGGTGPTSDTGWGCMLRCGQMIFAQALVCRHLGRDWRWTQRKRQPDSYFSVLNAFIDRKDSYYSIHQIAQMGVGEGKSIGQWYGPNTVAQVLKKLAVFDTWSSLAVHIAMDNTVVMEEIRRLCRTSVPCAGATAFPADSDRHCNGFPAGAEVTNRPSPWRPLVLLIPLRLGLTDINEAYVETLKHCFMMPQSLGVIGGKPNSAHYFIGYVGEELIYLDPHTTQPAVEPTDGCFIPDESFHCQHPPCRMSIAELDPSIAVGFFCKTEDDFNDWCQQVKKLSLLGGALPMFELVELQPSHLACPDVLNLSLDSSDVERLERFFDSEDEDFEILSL
hIAP act: increases human intestinal alkaline phosphatase activity; P09923; purified human IAP, CDP-Star luminescence, 30 min; stronger effect = higher value; 1 = vehicle-only enzyme, 0 = enzyme-free background; activation factor at 10 µM; actives 0.16% (n = 330,000); AID 2524;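 active = activation factor of the enzyme at least 2-fold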; also: the source names both 10 and 20 µM as test concentration; values of inactives mirror those of a sister screen read the other way
Target sequence (P09923 whole entry, looked up): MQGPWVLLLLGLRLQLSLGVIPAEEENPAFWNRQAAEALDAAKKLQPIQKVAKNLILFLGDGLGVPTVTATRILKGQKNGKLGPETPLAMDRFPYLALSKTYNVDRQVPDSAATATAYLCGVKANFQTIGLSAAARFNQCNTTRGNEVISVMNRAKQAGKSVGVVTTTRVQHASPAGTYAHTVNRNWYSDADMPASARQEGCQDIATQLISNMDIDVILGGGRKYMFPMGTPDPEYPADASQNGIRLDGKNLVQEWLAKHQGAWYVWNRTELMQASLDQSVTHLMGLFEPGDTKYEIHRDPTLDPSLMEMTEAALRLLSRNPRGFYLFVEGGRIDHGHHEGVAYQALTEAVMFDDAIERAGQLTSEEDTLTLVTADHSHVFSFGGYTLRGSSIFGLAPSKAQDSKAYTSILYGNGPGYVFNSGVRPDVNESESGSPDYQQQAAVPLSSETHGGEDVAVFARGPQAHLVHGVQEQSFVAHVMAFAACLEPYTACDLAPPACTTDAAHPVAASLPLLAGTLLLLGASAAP
NALP3 yeast inh: blocks the NALP3 inflammasome reconstituted in yeast; Yeast reconstituted NLRP3/ASC/caspase-1, beta-gal luminescence, 24 h; inhibition, % at 10 µM; actives 0.39% (n = 330,000); AID 2825;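 active = inhibition of 50% or more; inactive = inhibition below 50%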;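 also: plate controls were induced DMSO wells for no effect and uninduced yeast grown without galactose for full effect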
hIAP block: human IAP inhibition; purified IAP, CDP-Star luminescence, 30 min; inhibition, % at 10 µM; actives 0.12% (n = 330,000); AID 2544;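 active = inhibition reaching a set limit with compound at 10 µM in the primary screen, cut at about 35% in these data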;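 also: plate controls were DMSO wells with enzyme for no effect and no-enzyme buffer wells for full effect; values of inactives mirror those of a sister screen read the other way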
mIAP block: mouse IAP inhibition. purified mouse IAP, CDP-Star luminescence, 30 min. inhibition, % at 10 µM. actives 0.2% (n = 330,000);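 active = inhibition of at least 40% at 10 µM in the primary screen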;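 also: plate controls were DMSO with enzyme for no effect and no enzyme wells for full effect; values of inactives mirror those of a sister screen read the other way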
* marks the source's active call; other numbers are inactive results. Not a hit list. About 4.5% of those tested had a hit in this group.

SMILES	TIM10 inh	Apaf-1 inh	mIAP activ	tim10-1 inh	ATG4B inhibitor	hIAP act	NALP3 yeast inh	hIAP block	mIAP block
COc1ccc(Oc2ccc(/C=C/C(=O)c3ccc(O)cc3)cc2[N+](=O)[O-])cc1	43.6*	10.1	1	30.5	-4.7	0.978	32.2	2.2	-0.2
Cc1cc(NC(=O)C(C)C)ncc1NC(=O)c1cccc(F)c1	-13.1	3.4	1.03	9.3	15.4	1.09	15.0	-9.0	-3.1
CCOc1cc(C(=O)N/N=C\c2cn(CC)nc2C)cc(OCC)c1OCC	12.5	-5.8	0.93	9.0	9.0	1.06	20.1	-5.7	7.0
O=C(CN1CCC(NC(=O)C2CC2)CC1)Nc1ccccc1[N+](=O)[O-]	-5.8	16.7	1.08	-11.0	-4.5	0.981	13.2	1.9	-8.1
CC(=O)Oc1ccc(C(=O)O)c(OC(C)=O)c1	-4.3	-1.6	1.07	-4.9	-2.8	0.863	13.1	13.7	-7.2
CC(=O)Nc1ccc(S(=O)(=O)N2CCN(CCCOc3cc(C)ccc3C)CC2)cc1	38.3	2.1	0.994	36.0	-2.9	1.02	18.6	-2.4	0.6
Cc1ccc(Nc2c(-c3ccccn3)nc3cccc(C)n23)cc1	22.0	-5.6	0.922	-35.1	6.9	1.22	43.6	-22.4	7.8
COc1ccc(C(=O)N2CCc3cc4c(cc3C2C)OCCCO4)cc1 (centres undefined)	-2.9	3.2	0.919	20.9	-23.1	0.942	16.3	5.8	8.1
Cc1c(N(C)S(=O)(=O)c2cc(C(=O)Nc3ccccn3)ccc2Cl)c(=O)n(-c2ccccc2)n1C	4.5	2.3	1.06	11.7	6.9	0.857	14.8	14.3	-6.1
CC1=C(C(=O)OC(C)C)C(c2cccc([N+](=O)[O-])c2)n2c(cc(=O)[nH]c2=S)N1 (centres undefined)	-4.2	8.4	0.856	14.1	2.7	0.873	-1.5	12.7	14.4
NC(=O)c1ccc(Nc2ccc3nonc3c2[N+](=O)[O-])cc1	0.5	-7.6	0.933	-0.6	3.0	0.827	12.8	17.3	6.7
Cn1c(=O)n(CC(N)=O)c(=O)c2c1nc(Br)n2Cc1ccccc1	-2.0	0.3	0.922	1.8	1.5	0.928	10.3	7.2	7.8
Cc1cc(C)c(NC(=O)c2ccc3c(c2)C(=O)N(Cc2cccnc2)C3=O)c(C)c1	-9.6	11.2	0.994	0.4	-3.6	1.1	4.3	-10.0	0.6
C[C@@H]1CC[C@]2(C(=O)O[C@@H]3O[C@H](CO)[C@@H](O)[C@H](O)[C@H]3O)CC[C@]3(C)C(=CCC4[C@@]5(C)CC[C@H](O[C@@H]6OC[C@H](O)[C@H](O[C@@H]7O[C@H](CO)[C@@H](O)[C@H](O)[C@H]7O)[C@H]6O)C(C)(C)C5CC[C@]43C)C2[C@]1(C)O (some centres undefined)	-3.3	1.7	0.906	6.3	-4.1	1.01	14.2	-1.1	9.4
NC(=O)c1cc([N+](=O)[O-])cc2c1C=Cc1ccccc1O2	-15.7	-8.4	0.997	1.3	-10.5	0.953	12.4	4.7	0.3
O=C(Nc1ccccc1Cl)c1cc[n+]([O-])cc1	13.9	-2.9	0.992	10.0	-10.2	1.03	4.3	-3.0	0.8
Cc1cc(=O)[nH]c(Sc2c(-c3ccccc3)c3ccccc3[nH]c2=O)n1	-2.3	3.4	1.01	7.3	5.5	1.02	7.5	-1.8	-1.3
N#CCC(=O)Nc1ccc(C(=O)OCC(=O)Nc2sc3c(c2C#N)CCCC3)cc1	6.0	1.4	0.913	5.7	-14.9	1.1	11.1	-10.3	8.7
CCOC(=O)c1cc(C#N)c(SCC(N)=O)[nH]c1=O	0.7	6.4	0.981	-11.8	-5.1	1.17	-1.2	-17.1	1.9
COC(=O)[C@]1(Cc2ccccc2)N[C@H](CN(C)C(=O)NC(C)C)[C@@H]2C(=O)N(C)C(=O)[C@@H]21	-4.0	-11.4	0.995	2.2	-5.6	1.1	-4.0	-9.8	0.5
Cn1c(=O)[nH]c(=O)c2c1nc1n2CC(O)CN1c1ccccc1 (centres undefined)	-11.8	5.0	1.05	9.6	-3.9	1.01	-1.9	-1.5	-5.5
O=C(COC(=O)c1cc2c(s1)CCCCC2)NC1CCS(=O)(=O)C1 (centres undefined)	10.8	0.2	0.97	-1.5	1.6	1.03	10.5	-2.6	3.0
CC12CC3(C)CC(C)(C1)CC(NC(=O)N1CCCC1)(C2)C3	37.8	-5.7	0.907	36.5	-10.2	0.999	93.8*	0.1	9.3
Cc1ccc(-c2nn(CCC(=O)NC(C)C)c(=O)c3ccccc23)cc1	-21.3	2.3	1.03	12.6	4.6	1.19	0.9	-19.2	-2.9
CN(c1ccc(C(=O)Nc2ccccc2C(F)(F)F)cc1)S(C)(=O)=O	-15.3	16.1	1.01	-4.1	7.1	0.821	9.7	17.9	-1.0

Copied from the listing (2 entries):
SMILES	TIM10 inh	Apaf-1 inh	mIAP activ	tim10-1 inh	ATG4B inhibitor	hIAP act	NALP3 yeast inh	hIAP block	mIAP block
COc1ccc(Oc2ccc(/C=C/C(=O)c3ccc(O)cc3)cc2[N+](=O)[O-])cc1	43.6*	10.1	1	30.5	-4.7	0.978	32.2	2.2	-0.2
Cc1cc(NC(=O)C(C)C)ncc1NC(=O)c1cccc(F)c1	-13.1	3.4	1.03	9.3	15.4	1.09	15.0	-9.0	-3.1

Returning to the listing with the 2 entries that preceded the break.
SMILES	TIM10 inh	Apaf-1 inh	mIAP activ	tim10-1 inh	ATG4B inhibitor	hIAP act	NALP3 yeast inh	hIAP block	mIAP block
Cc1ccc(-c2nn(CCC(=O)NC(C)C)c(=O)c3ccccc23)cc1	-21.3	2.3	1.03	12.6	4.6	1.19	0.9	-19.2	-2.9
CN(c1ccc(C(=O)Nc2ccccc2C(F)(F)F)cc1)S(C)(=O)=O	-15.3	16.1	1.01	-4.1	7.1	0.821	9.7	17.9	-1.0
Cc1coc2cc3oc(=O)c(CCC(=O)NCCCn4ccnc4)c(C)c3cc12	0.9	-4.9	0.895	4.1	-11.1	0.999	5.3	0.1	10.5
Cc1cc(C)cc(NC(=O)Nc2ccc3ccccc3n2)c1	-7.4	-2.4	1.02	1.9	-1.8	1.05	26.1	-5.5	-1.9
COc1cccc(CN2CC(C(=O)N(C)Cc3nc(C)cs3)CCC2=O)c1 (centres undefined)	4.0	-1.3	1.04	-8.1	19.0	0.891	-3.9	10.9	-3.6
CC1(C)CC(=O)C=C(c2ccc3ncccc3c2)C1	-8.3	-1.2	0.996	-0.1	-1.0	0.995	23.8	0.5	0.4
CS(=O)(=O)N(CC(=O)N1CCCC1)Cc1ccc(Cl)c(Cl)c1	-6.4	-8.6	0.961	-0.2	-0.8	0.931	10.3	6.9	3.9
CCCCCCCOC1(c2ccccc2)OC(=O)c2ccccc21 (centres undefined)	6.7	5.1	0.941	18.9	-2.3	0.912	-7.9	8.8	5.9
O=C(Nc1ccc(Cl)c(S(=O)(=O)N2CCOCC2)c1)c1ccc(OCC2CCCO2)cc1 (centres undefined)	19.9	11.6	0.94	17.9	-6.6	0.959	3.0	4.1	6.0
N=c1oc2ccc3ccccc3c2cc1C(N)=S	41.9*	19.1	0.815	20.4	-9.2	0.985	17.0	1.5	18.5
O=C(c1cc([N+](=O)[O-])ccc1N1CCCC1)N1CCCC1	-11.6	-8.7	0.86	3.4	-2.9	0.89	-2.9	11.0	14.0
C=CC1=C2C=C(C3CC3)N(CCCN(CC)CC)C=C2C(=O)C(C)(OC(=O)c2ccco2)C1=O (centres undefined)	6.4	23.7	0.977	-1.5	-7.8	0.741	15.6	25.9	2.3
Cc1cc(OCC(=O)Nc2ccc(F)c(F)c2)nc(C(C)C)n1	6.7	-4.2	1.1	1.8	5.6	1.01	2.2	-0.8	-9.6
OC(Cn1cnnc1)c1ccccc1 (centres undefined)	15.6	-2.2	0.953	0.3	2.3	1.1	8.1	-10.5	4.7
COc1ccc(C(=O)OCC(=O)NCC2CCCO2)c(F)c1 (centres undefined)	3.8	-5.1	1	4.1	-2.2	0.966	10.5	3.4	-0.3
CCc1cc(C(=O)NCC(c2ccc(OC)cc2)N2CCOCC2)sc1C (centres undefined)	-4.4	10.4	0.929	3.5	-9.2	1.09	5.1	-9.4	7.1
CC1CCN(C(=O)C2CCN(CC(C)c3ccccc3)CC2)CC1 (centres undefined)	0.1	-8.9	1.04	7.5	-2.8	1.01	12.8	-1.2	-3.6
O=c1c2cc(Cl)ccc2nc(-c2ccc([N+](=O)[O-])cc2)n1O	-1.9	1.8	0.95	1.7	0.7	0.929	64.8*	7.1	5.0
Clc1cccc(OCc2nnc(-c3ccccc3Br)o2)c1	-0.3	17.9	1.01	0.3	20.7	0.89	15.2	11.0	-1.3
CCCOc1ccc(NC(=O)CCC(=O)NC(C)c2ccccc2)cc1 (centres undefined)	3.1	3.3	0.906	2.4	-4.8	1.11	-0.2	-10.6	9.4
O=C1CC(N2CCCc3ccccc32)C(=O)N1c1ccccc1 (centres undefined)	20.5	15.1	0.934	31.7	-2.5	1.14	14.5	-13.5	6.6
COc1cc(/C=C/C(=O)N2C(=O)c3cccc(N)c3C2=O)cc(OC)c1OC	37.3	-7.7	0.917	43.2*	-3.6	0.936	-4.0	6.4	8.3
COc1ccccc1C(CNC(=O)c1cccc(S(=O)(=O)Nc2ccc(C)cc2)c1)N(C)C (centres undefined)	-23.1	46.1*	0.987	-11.7	2.4	1.33	1.5	-33.3	1.3
CC1(C)c2[nH]c3ccccc3c2C[C@H]2C(=O)N(CCCCCO)CC(=O)N21	4.5	1.3	0.997	6.0	-8.3	1.05	10.5	-5.2	0.3
CSc1nccc(NC(=O)c2ccc(C(C)(C)C)cc2)n1	-21.1	24.6	0.998	17.9	-6.1	0.985	21.2	1.5	0.2
O=C(COC(=O)C1CCN(c2ccc(C(F)(F)F)cn2)CC1)NCc1ccc(F)cc1	8.8	23.1	1.01	14.0	2.1	0.956	3.8	4.4	-1.4
COc1ccc(C/C(C)=N\NC(=O)c2c[nH]c3ccccc23)cc1OC	11.4	-3.2	1.02	15.4	-6.2	0.992	11.1	0.8	-1.6
Going on with the list:
SMILES	TIM10 inh	Apaf-1 inh	mIAP activ	tim10-1 inh	ATG4B inhibitor	hIAP act	NALP3 yeast inh	hIAP block	mIAP block
COc1ccccc1CNC(=O)[C@@H]1CCCN1C(=O)[C@@H]1Cc2ccccc2CN1C(=O)OC(C)(C)C	12.1	11.0	1.1	22.8	9.0	1.07	13.9	-7.4	-10.3
COC(=O)/C=c1/sc2nc3ccccc3n2c1=O	29.1	-1.2	0.87	23.9	-15.8	1.02	1.5	-2.5	13.0
CCOCCN(C(=O)COC)c1cccc(OC)c1	14.7	-2.1	0.984	16.5	-6.6	0.918	-16.7	8.2	1.6
COCCNC(=O)COc1coc(CN2CCN(Cc3ccccc3)CC2)cc1=O	-4.0	-10.7	0.957	-0.7	-6.2	0.991	7.2	0.9	4.3
COc1ccc(N2CC(C(=O)Nc3nccs3)CC2=O)cc1 (centres undefined)	9.2	-1.3	0.994	10.5	-2.6	0.856	-8.9	14.4	0.6
COc1ccc(C2C(C#N)=C(N)Oc3c2sc2nc(C)cc(C)c32)cc1 (centres undefined)	5.4	16.1	0.986	8.4	-3.1	0.92	10.9	8.0	1.4
CCCN(CCC)C(C)C(=O)NCC1(c2ccccc2)CCCC1 (centres undefined)	25.8	8.0	1.01	10.5	-4.9	0.888	-1.5	11.2	-1.0
Cc1cc(C)c(-c2cc(NC(=O)COC(=O)c3ccc(CO)cc3)n(-c3ccccc3)n2)cc1C	14.3	8.9	1.03	15.7	-12.6	0.973	7.0	2.7	-3.4

Bioassay records as filed in PubChem BioAssay.
